WT yeast gro inh: growth inhibition of WT yeast, mitochondrial fusion screen; inhibition, % at 10 µM; mitochondrial fusion phenotypic screen, WT strain; 190,000 compounds, 2.1% hits; in the data active means inhibition above about 58%; tested in S. cerevisiae
Insulin prom up: MIN6 insulin promoter up-regulation; MIN6 insulin promoter-GFP reporter, high-content imaging; active compounds read high; z-score at 5 µM; 190,000 compounds, 0.3% hits; AID 1625;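 active means z-score above 3 at 5 µM with at least 500 cells counted in the well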
MT stabilizer: microtubule stabilizers in HeLa cells. HeLa tubulin immunostaining HCS, 24 h; share of cells brighter than vehicle mean+2SD. % tubulin-high responders, % at 10 µM. 200,000 compounds, 0.83% hits. AID 2205;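 active means plate Z-score above 3 for both tubulin-high and condensed-nucleus cell shares, with cell loss under 80%, at 10 µM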;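 further: anti alpha tubulin signal scored within the nucleus-defined area of each cell; some results filed as inactive read as strong as hits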
Dynein transport: blocks dynein driven cargo transport along microtubules; 3617.4 mouse cells, GR-EGFP nuclear translocation imaging; test concentration mostly 20 µM; stimulated with dexamethasone, 1 µM; active compounds read low; z-score, hits read low; 220,000 compounds, 0.47% hits; AID 1381;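 active means plate z-score of nuclear minus cytoplasmic receptor signal below a set negative limit, without overly bright fluorescence or cell loss, cut at about -3.5 in these data, passing the limit was not always enough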;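 further: z-score of nuclear minus cytoplasmic ring GR-EGFP intensity difference per well; some compounds called inactive have numbers as strong as hits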
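Schedule: 48 h induction, then 1 h compound, then 30 min agonist, 37 °C. Buffer or medium: tetracycline-free induction medium containing charcoal-stripped FBS. Reagent: 1.0 µM final dexamethasone stimulus. Evaluation: nuclear versus cytoplasmic GR-EGFP signal, averaged per well. Signal: high-content fluorescence imaging after fixation.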
Yfh1-depleted yeast: mitochondrial function rescue without frataxin homolog – Friedreich's ataxia, plus single-dose screen, dose response (AID 1465); 220,000 compounds, 0.074% hits; S. cerevisiae Yfh1-off respiration, WST-1 reduction, 72 h; higher fold induction means a stronger effect; fold induction at 50 µM; hits with a dose series show EC50 in µM;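 active means fold induction of absorbance versus untreated yeast above a set limit, then at least 30% activation at any dose in follow-up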;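 further: activators that raise dye reduction in frataxin-depleted yeast; strong numbers were not always called active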
b-catenin transl: beta-catenin nuclear translocation modulation; nuclear translocation activity, % at 5 µM; HeLa beta-catenin nuclear translocation, immunofluorescence imaging; 190,000 compounds, 0.3% hits; AID 1665;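 active means nuclear translocation activity above 50% at 5 µM, with a well cell count of 50 or more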;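 further: per-cell ratio of nuclear to cytoplasmic median beta-catenin stain intensity; plate controls were DMSO negative control for no effect and GSK-3 inhibitor IX positive control for full effect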
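Assay system: human HeLa cells, native beta-catenin; doses: 5 µM primary, 0.02–20 µM confirmation; incubation: compound treatment 24 h, 37°C, 5% CO2; technique: fluorescence imaging of beta-catenin antibody stain plus DAPI; measure: % activation, nuclear-to-cytoplasmic median beta-catenin signal ratio per cell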
human PMI inhibitors: human PMI inhibitors, high substrate, primary screen, biochemical, fluorescence intensity, high mannose 6-phosphate (AID 1220); recombinant PMI enzyme, coupled fluorescence intensity; higher % means a stronger effect; inhibition, % at 20 µM, or IC50 in µM where a hit was titrated; 190,000 compounds, 0.66% hits
human PMI inhibition: inhibitors of human PMI, primary screen, biochemical, fluorescence intensity, coupled assay (AID 1209); one-dose inhibition, % at 20 µM; IC50 in µM for titrated hits; purified PMI enzyme, coupled fluorescence intensity; higher % means a stronger effect; 190,000 compounds, 0.42% hits;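 further: plate controls were DMSO vehicle for no effect and wells lacking substrate for full effect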
Autophagy HCS: modulators of autophagy. MEF GFP-LC3 puncta imaging; test concentration mostly 10 µM. calls only at 10 µM (by protocol). 190,000 compounds, 0.98% hits;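 active means percentage of spot-positive cells more than 3 SD above its plate mean, without a fluorescence outlier flag or 80% toxicity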;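 further: spot-positive cell cutoff set from DMSO-treated cells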
WT yeast gro inh mutant strain: further read-out of WT yeast gro inh, marked with its call; inhibition, %; mitochondrial fusion phenotypic screen, mutant strain inhibition
Dynein transport cytoplasmic EGFP: recorded beside Dynein transport, whose call it bears; z-score; measured here: cytoplasmic GR-EGFP intensity; active compounds read high
Dynein transport nuclear GR-EGFP: further read-out of Dynein transport, marked with its call; z-score; measured here: nuclear GR-EGFP intensity;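 lower value marks the stronger effect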
Dynein transport cell count: recorded beside Dynein transport, whose call it bears; z-score; measured here: cell count per field
Insulin prom up cell count: further read-out of Insulin prom up, marked with its call; cell count; measured here: cytotoxicity, nuclei count;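 total cells summed across four imaged fields per well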
b-catenin transl cell count 5 µM: also measured in b-catenin transl; calls as there; cell count; measured here: cell count, cytotoxicity flag
MT stabilizer Hoechst-high %: recorded beside MT stabilizer, whose call it bears; % Hoechst-high responders; measured here: nuclear condensation Hoechst responders;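 share of cells brighter than vehicle mean plus two SD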
MT stabilizer cytotoxicity %: further read-out of MT stabilizer, marked with its call; toxicity, %; measured here: cytotoxicity by cell density;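 0% = mean cell density of plate MIN control wells and 100% = no cells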
Autophagy HCS cell loss 18 h: also measured in Autophagy HCS; calls as there; toxicity, %; measured here: cell loss, nuclei count;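 cell loss after 18 h compound exposure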
* hit, by the source's call; i = inactive; x = not tested or not shown; + = active, no number. Unless noted, no stated cut-off is given here; in the data, active means inhibition above about 50%; inactive means the rest.

Sequence of screens: WT yeast gro inh	WT yeast gro inh mutant strain	Insulin prom up	Insulin prom up cell count	MT stabilizer	MT stabilizer Hoechst-high %	MT stabilizer cytotoxicity %	Dynein transport	Dynein transport cytoplasmic EGFP	Dynein transport nuclear GR-EGFP	Dynein transport cell count	Yfh1-depleted yeast	b-catenin transl	b-catenin transl cell count 5 µM	human PMI inhibitors	human PMI inhibition	Autophagy HCS	Autophagy HCS cell loss 18 h
> COc1ccc(OC)c(C2C(C(N)=O)=C(C)Nc3nc(CCCO)nn32)c1 (stereo unspecified)
 : 13	3	-0.71	1891	4.7	1.7	3.7	0.44	-0.054	0.63	-0.9	i	-2.1	1178	7%	9%	x	x
> COc1cc2c(cc1NC(=O)/C=C/c1ccc([N+](=O)[O-])cc1)oc1ccccc12
 : -5	-3	0.18	1262	1.2	1.7	8.3	0.98	-0.029	1.5	-2.4	i	1.3	868	-3%	-4%	i	-13
> COc1ccc(CNC(=O)COC(=O)c2ccccn2)cc1
 : 2	-8	-0.16	1295	1.7	1.4	0.4	-0.46	-0.22	-0.29	0.93	i	-1.9	1096	1%	-9%	i	14
> C=CCN(C(=O)CNC(=O)c1ccco1)C(C(=O)NC1CCCC1)c1cccs1 (stereo unspecified)
 : -12	-15	0.06	1495	1.8	2.1	7.0	-0.32	-0.1	-0.42	0.17	i	1.1	1463	2%	7%	i	-7
> COc1cc(/C=N\n2nnnc2N)ccc1OCc1ccc(F)cc1
 : 0	2	1.2	1070	2.9	3.3	6.4	-0.38	-0.19	0.14	-0.13	i	1.2	825	-8%	1%	i	7
> O=C1c2ccccc2-c2c1nc1c([n+]2[O-])CCCC1
 : 19	20	x	x	5.4	2.1	0.2	2	-0.32	0.9	-1.7	i	x	x	36%	1%	i	13
> CCCc1nc2ccc(NC(=O)NCCC(=O)OCC)cc2c(=O)n1Cc1cccc(Cl)c1
 : -7	-5	-0.63	949	3.2	2.1	5.6	1.4	-0.26	1.4	0.52	i	-2.8	1227	3%	13%	i	-6
> CC(=O)NCCn1c(SCc2ccccc2F)nc2ccccc2c1=O
 : -18	-3	-0.17	1288	4.4	3.7	4.3	-0.41	-0.32	-0.12	-0.2	i	-1.8	1436	-3%	-5%	i	7
> COc1ccc2nc(/C(C#N)=C\c3ccc(Oc4ccc([N+](=O)[O-])cn4)cc3)[nH]c2c1
 : 12	16	0.03	1168	4.3	2.4	1.4	-0.34	-0.15	-0.18	0.72	i	2.4	492	14%	-6%	+	16*
> CCS(=O)(=O)N1Cc2ccccc2CC1C(=O)Nc1nnc(SCc2ccc(F)cc2)s1 (stereo unspecified)
 : 40	4	0.03	1175	1.7	2.2	6.0	-0.46	0.16	-0.3	1	i	-3.2	539	10%	0%	i	9
> CCC(=O)N1CCc2cc(S(=O)(=O)NCCC(=O)N3CCN(Cc4ccccc4)CC3)ccc21
 : 3	2	-1	1050	1.2	1.5	2.3	-0.34	0.13	-0.11	0.65	i	-8.0	949	-3%	4%	i	-25
> O=C(CCc1nc2cccnc2n1Cc1ccccc1)N1CCOCC1
 : 3	-2	0.74	866	2.9	2.6	6.9	0.27	-0.14	0.26	0.17	i	x	x	-12%	-14%	i	-3
> COC(=O)c1nn(-c2ccccc2)c(Sc2ccccc2)c1/C=N/O
 : 15	10	-0.06	1431	1.8	1.7	11	-1.6	-0.13	-0.72	0.2	i	0.8	1400	28%	12%	i	5
> COc1ccc(NC(=O)CSCCc2ccccn2)cc1OC
 : -6	-4	-0.27	1288	4.2	2.0	5.8	0.2	-0.29	0.23	-0.44	i	-0.3	1151	11%	-10%	i	16
> Nc1ccc(C(=O)OC2CCOC2=O)cc1[N+](=O)[O-] (stereo unspecified)
 : -10	-13	-0.36	1179	4.6	2.5	4.9	-0.82	-0.28	0.21	0.58	i	x	x	3%	6%	i	-47
> O=c1cc(CN2CCCCCC2)nc2sccn12
 : 0	6	-0.1	1588	1.5	3.4	5.0	-0.43	-0.32	-0.26	0.89	i	0.3	1538	-8%	-7%	i	-7
> CC1CCCC(C)N1CCCNC(=O)c1cc2c(=O)n(C)c3ccccc3c2n1C (stereo unspecified)
 : 11	0	1.2	1054	3.6	2.7	2.3	0.43	-0.039	0.58	-0.59	i	-6.5	1150	0%	1%	i	7
> Oc1ccccc1C1N=C(c2ccccc2)NC(c2ccccc2)=N1
 : 2	-6	0.8	949	1.3	1.2	3.9	-0.26	-0.12	-0.22	0.68	i	-6.2	1150	-2%	4%	i	-5
> COc1ccc([N+](=O)[O-])cc1NC(=O)CSc1nccc(C)n1
 : -10	8	-0.04	1394	2.7	2.0	8.5	0.047	-0.13	0.1	0.17	i	-1.7	570	-7%	-9%	i	0
> C=CCOc1nc2c(c(=O)n(C)c(=O)n2C)n1Cc1c(Cl)cccc1Cl
 : -1	7	-0.66	1159	4.1	5.8	11	1.6	-0.32	0.74	-0.84	i	-1.4	1368	-2%	-7%	i	13
> CCOC(=O)c1ccc(Oc2nc(N(C)C)nc(N(C)C)n2)cc1
 : 12	14	x	x	0.8	0.8	5.9	2.1	0.19	1.7	-1.4	i	2.1	1082	4%	9%	i	10
> Cn1c(SCC(=O)NCc2ccco2)nnc1-c1c[nH]c2ccccc12
 : -3	1	0.13	943	7.0	2.6	6.0	-0.92	-0.12	-0.37	0.24	i	x	x	5%	4%	i	-8
> O=C1C2CC=CCC2C(=O)N1c1n[nH]c(CCc2ccccc2)n1 (stereo unspecified)
 : 12	-13	-0.04	810	1.2	1.3	6.4	-0.35	-0.097	-0.087	0.58	i	1.7	1212	5%	10%	i	-12
> CC(OC(=O)c1cc2sccc2n1C)C(=O)NCc1ccc2c(c1)OCO2 (stereo unspecified)
 : -4	2	2.7	1211	1.9	1.3	0.3	0.82	-0.17	0.048	-0.35	i	0.6	860	2%	6%	i	2
> CC1=NN(c2ccccc2)C(=O)/C1=C\c1cc(C)n(C)c1C
 : x	x	-0.09	1142	x	x	x	2	-0.12	0.99	-1.8	i	-0.6	1366	x	x	x	x
> C/C(=N\NC(=S)NC1CCCCC1)c1ccc(C)o1
 : 77*	64*	-0.39	1000	6.1	2.1	2.7	0.46	-0.32	0.51	0.49	i	7.1	1035	4%	5%	i	22
> CC(C)NC(=O)c1cnc(N2CCN(c3ccccn3)CC2)c2ccccc12
 : -8	4	-0.64	1205	4.5	0.8	0.7	0.39	-0.47	0.55	0.043	i	-0.9	1337	-1%	1%	i	20
> COCCn1c(SCC(=O)Nc2ccc(Cl)c(S(=O)(=O)N(C)C)c2)nc2ccccc21
 : 15	11	-1.4	658	3.0	1.2	7.4	0.13	-0.24	0.47	0.3	i	-5.1	1201	-3%	0%	i	-6
> CCOc1ccc(Cn2c(SCCCCC#N)nc3c2c(=O)n(C)c(=O)n3C)cc1OCC
 : 43	35	-0.48	1145	4.5	1.5	5.3	-0.44	-0.35	0.16	-0.069	i	-1.1	948	-1%	-8%	i	17
> Cn1cnnc1Sc1cc(N2CCN(S(=O)(=O)c3ccccc3)CC2)ccc1[N+](=O)[O-]
 : -2	-8	x	x	4.7	1.8	6.5	1.1	0.068	2.1	-1.7	i	1.0	922	-1%	3%	i	2
> COc1ccc(N(CC(=O)N2CCN(C)CC2)S(C)(=O)=O)cc1OC
 : 6	-7	0.57	1925	3.3	2.5	13	-0.22	-0.11	-0.19	0.13	i	-0.8	1093	12%	18%	i	-1

Three entries out of the list, arranged by formula weight, rising:
Sequence of screens: WT yeast gro inh	WT yeast gro inh mutant strain	Insulin prom up	Insulin prom up cell count	MT stabilizer	MT stabilizer Hoechst-high %	MT stabilizer cytotoxicity %	Dynein transport	Dynein transport cytoplasmic EGFP	Dynein transport nuclear GR-EGFP	Dynein transport cell count	Yfh1-depleted yeast	b-catenin transl	b-catenin transl cell count 5 µM	human PMI inhibitors	human PMI inhibition	Autophagy HCS	Autophagy HCS cell loss 18 h
> O=C1C2CC=CCC2C(=O)N1c1n[nH]c(CCc2ccccc2)n1 (stereo unspecified)
 : 12	-13	-0.04	810	1.2	1.3	6.4	-0.35	-0.097	-0.087	0.58	i	1.7	1212	5%	10%	i	-12
> C=CCOc1nc2c(c(=O)n(C)c(=O)n2C)n1Cc1c(Cl)cccc1Cl
 : -1	7	-0.66	1159	4.1	5.8	11	1.6	-0.32	0.74	-0.84	i	-1.4	1368	-2%	-7%	i	13
> COCCn1c(SCC(=O)Nc2ccc(Cl)c(S(=O)(=O)N(C)C)c2)nc2ccccc21
 : 15	11	-1.4	658	3.0	1.2	7.4	0.13	-0.24	0.47	0.3	i	-5.1	1201	-3%	0%	i	-6

Bioassay records as filed in PubChem.
